Screening data (PubChem BioAssay)
LDHA inh = LDHA (human) enzyme inhibition. P00338. purified LDHA, NADH/diaphorase-resazurin fluorescence; stronger effect = lower value. activity change, % (values are at about 110 or 230 µM). actives 0.15% (n = 480,000); in the data active = activity change below about -30%; inconclusive = mostly about -25% to -30%;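 note: plate controls were DMSO wells for no effect and wells without enzyme for full effect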
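Resorufin fluorescence (ex540/em590), read at 0 and 20 min after diaphorase/resazurin addition, reports the NADH left after a 5 min room-temperature reaction of 2 nM human LDH5 with 0.06 mM NADH and 0.2 mM pyruvate.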
USP1-UAF1 inh = blocks the human USP1/UAF1 deubiquitinase complex; O94782; recombinant USP1/UAF1, Ub-Rhodamine cleavage fluorescence; Potency, µM (titrated, usually from 57.1 µM), for inactives: at the top dose activity change, negative = inhibition, usual class: inhibitors; AID 743255; actives 0.23% (n = 390,000); note: potency is the fitted concentration of half-maximal effect; % is set by controls: 0 for no effect and ±100 for the full control effect; nearly all actives have a fitted effect of over 60% in size; inactives centre near -12
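USP1/UAF1 complex at 1 nM was preincubated with compound for 15 min at room temperature, then Ub-Rho substrate (150nM final) was added. Fluorescence (480/540 nm) was read kinetically, 6 reads every 60 seconds.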
TrxR1 substrate = is turned over as a substrate by rat TrxR1; O89049; purified TrxR1 substrate turnover, NADPH consumption readout; Potency, µM (highest dose often 114 µM), inactives show top-dose activity change, negative = substrate turnover; actives 0.01% (n = 390,000); AID 588456; note: potency is the fitted concentration of half-maximal effect; % is set by controls: 0 for no effect and ±100 for the full control effect; nearly all actives have a fitted effect of over 50% in size
Target sequence (O89049 whole entry, looked up): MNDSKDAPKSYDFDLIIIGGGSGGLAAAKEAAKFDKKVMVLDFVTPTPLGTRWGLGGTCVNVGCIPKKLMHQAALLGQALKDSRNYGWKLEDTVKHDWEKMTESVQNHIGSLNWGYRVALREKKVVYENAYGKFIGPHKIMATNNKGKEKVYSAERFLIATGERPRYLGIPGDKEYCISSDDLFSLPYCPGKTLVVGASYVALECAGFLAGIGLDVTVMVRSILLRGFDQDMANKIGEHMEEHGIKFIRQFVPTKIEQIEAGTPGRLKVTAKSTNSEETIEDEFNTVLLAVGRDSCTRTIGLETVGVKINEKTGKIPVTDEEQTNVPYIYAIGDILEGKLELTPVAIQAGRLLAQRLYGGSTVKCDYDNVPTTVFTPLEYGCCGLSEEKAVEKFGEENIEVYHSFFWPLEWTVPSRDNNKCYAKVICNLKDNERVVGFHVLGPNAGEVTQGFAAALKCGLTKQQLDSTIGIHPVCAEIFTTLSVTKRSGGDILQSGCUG
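Rat TrxR1, dispensed at 90 nM, was prereduced with 400 uM NADPH (final) for 5 min at ~22 deg C, then incubated with compound 15 min before 400 uM selenite. A first-read NADPH fluorescence drop versus no-compound background flagged substrates.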
Vif-A3F inh = inhibitors of Vif-A3F interaction; HeLa A3F-eYFP + Vif (tagged APOBEC3F with the HIV-1 protein that degrades it), YFP fluorescence increase; Potency, µM (titrated, usually from 46.1 µM), inactives show at the highest dose activity, negative = active; actives 0.2% (n = 390,000); note: potency is the fitted concentration of half-maximal effect; % of control where 0% means no effect; nearly all actives have a fitted effect of over 65% in size
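HeLa cells stably expressing Vif plus C-terminally eYFP-tagged A3F were seeded, incubated overnight at 37 deg C, dosed with compound, incubated overnight again at 37 deg C. Yellow fluorescence (Ex 488/Em 500-530) reported blocked Vif-mediated A3F-eYFP degradation.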
mIDH1 inhibitor = inhibitors of human mutant IDH1 R132H. Potency, µM (highest dose often 76.6 µM), for the others: at the highest dose activity change, negative = inhibition, usual class: inhibitors. AID 602179. actives 0.093% (n = 390,000). O75874. IDH1-R132H enzyme, NADPH consumption, diaphorase/resazurin fluorescence; note: potency is the fitted concentration of half-maximal effect; % is set by controls: 0 for no effect and ±100 for the full control effect; nearly all actives have a fitted effect of over 65% in size
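IDH1-R132H (0.5 ug/mL dispensed) in pH 7.5 Tris buffer was preincubated 30 min with compound, then given a substrate mix of 0.016 mM NADPH and 2 mM alpha-KG for 80 min at room temperature; remaining NADPH was read by diaphorase/resazurin fluorescence.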
RXFP1 ag = RXFP1 (human) receptor agonism; Q9HBX9; HEK293T-RXFP1 cAMP TR-FRET, 30 min; response scale: percent of porcine relaxin response, buffer zero; Potency, µM (titrated, usually from 57.5 µM), for the others: at the highest dose activation, most hits filed as activators; actives 0.3% (n = 370,000); note: potency is the fitted concentration of half-maximal effect; % is set by controls: 0 for no effect and ±100 for the full control effect; nearly all actives have a fitted effect of over 60% in size; many of its hits are not listed in these tables
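cAMP rise read by TR-FRET after 30 min, 37C compound exposure (up to 58 uM) in RXFP1-transfected HEK293 cells with Ro 20174 present. EC50 from Hill-equation fits, with 29 nM porcine relaxin as 100% and buffer as basal.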
PI4K2A block = inhibitors of human PI4K2A; Q9BTU6; purified PI4K2A, ADP-Glo luminescence, 1 h; stronger effect = lower value; activity change, negative = inhibition, % at 76.9 µM; actives 0.13% (n = 420,000); AID 1346378; in the data active = activity change below about -50%; inconclusive = mostly about -30% to -49%;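 note: -100% = wells without enzyme as full effect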
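ADP-Glo luminescence measured ADP generated by PI4K2A enzyme (4 ug/mL before mixing) with 1.2 mM PI substrate (pre-mix) and 300 microM ATP (pre-mix). Tris pH7.5 buffer with MgCl2, Triton X-100; 1 h reaction at ambient temperature.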
GRP78 ERSR act = induces the endoplasmic reticulum stress response in human glioma cells | U87-MG GRP78 promoter luciferase reporter, 16 h | Potency, µM, without a hit: at the highest dose activation, most hits filed as activators | actives 0.02% (n = 420,000); note: potency is the fitted concentration of half-maximal effect; series mostly up to about 76 µM; % of control where 0% means no effect; nearly all actives have a fitted effect of over 35% in size
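Stably transfected U87-MG glioma cells carrying a GRP78-based luciferase sensor; 16 h compound incubation. Luminescence end-point read 10 min after Bright-Glo addition at room temperature.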
Vif-APOBEC3G blk = blocks the Vif interaction with human APOBEC3G. actives 0.076% (n = 410,000). HeLa A3G-eYFP + Vif (tagged APOBEC3G with the HIV-1 protein that degrades it), YFP fluorescence, overnight. Potency, µM (top dose mostly 46.1 µM), inactives show top-dose activity, negative = active, most hits filed as inhibitors. Q9HC16. AID 602310;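 note: potency is the fitted concentration of half-maximal effect; % is set by controls: 0 for no effect and ±100 for the full control effect; nearly all actives have a fitted effect of over 60% in size; hits raise eYFP signal because A3G escapes Vif-driven loss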
Target sequence (Q9HC16 whole entry, looked up): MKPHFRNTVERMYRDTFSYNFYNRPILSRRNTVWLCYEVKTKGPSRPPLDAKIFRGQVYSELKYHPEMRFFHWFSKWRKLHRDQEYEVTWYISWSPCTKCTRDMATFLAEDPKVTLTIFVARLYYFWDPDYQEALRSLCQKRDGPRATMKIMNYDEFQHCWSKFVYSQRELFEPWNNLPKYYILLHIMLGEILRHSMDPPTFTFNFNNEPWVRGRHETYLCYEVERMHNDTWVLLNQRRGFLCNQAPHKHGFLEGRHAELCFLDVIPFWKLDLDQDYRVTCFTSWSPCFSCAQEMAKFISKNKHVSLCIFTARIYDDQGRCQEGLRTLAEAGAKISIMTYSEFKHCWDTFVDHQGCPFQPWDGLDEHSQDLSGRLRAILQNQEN
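Read-out is eYFP fluorescence (Ex 488/Em 500-530) from Vif-expressing HeLa A3G-eYFP cells; more signal means A3G escaped Vif-mediated degradation. Cells plated overnight, compound pinned in, incubated overnight at 37 deg C.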
Active calls of the source: *; u = inconclusive; x = not tested or not shown; & = joins results of further samples; [ ] = another dose, or the depositor's remark. Unless noted, calls come from the whole dose curve; as a rule, active = well fitted curve in the direction sought with a large enough effect; inconclusive = small, poorly fitted or top-dose-only effect, or another doubt; inactive = no such curve, though single readings can be large; an effect the other way counts as inactive or inconclusive. A portion of the library. The share of hits here may be higher or lower than overall.

compound	USP1-UAF1 inh	LDHA inh	Vif-A3F inh	Vif-APOBEC3G blk	TrxR1 substrate	RXFP1 ag	PI4K2A block	mIDH1 inhibitor	GRP78 ERSR act
CCN(CC)S(=O)(=O)c1ccc(N2CCOCC2)c(NC(=O)c2cc(Cl)c3c(c2)OCO3)c1	-20%	1	-18%	0%	7%	x	-4	7%	-3%
COc1cc(C=C2CCCC(=Cc3ccc(OCC4CO4)c(OC)c3)C2=O)ccc1OCC1CO1 (configuration not stated)	-27%	-7	u	u	x	x	0	0%	-10%
COC(=O)Nc1ccc(C)cc1NC(=O)OC	-4%	1	-2%	0%	-3%	-0.8%	2	4%	-4%
C=CCc1c(C)c(C#N)c2nc3ccccc3n2c1N1CCCCC1	-15%	-15	-1%	-1%	0%	5.0%	10	-2%	-5%
Cc1ccc(S(=O)(=O)/N=C/N(C)C)cc1	-21%	-8	-13%	-2%	2%	2.0%	-5	0%	-1%
Cc1ccc(CC(=O)NCC(C)C)cc1	0%	-8	-20%	1%	6%	1.5%	3	-4%	0%
COc1ccc(CNc2nc(-c3cccnc3)nn2S(C)(=O)=O)cc1	-28%	-9	-3%	-9%	-1%[57.1 µM]	1.4%	7	3%	-4%
COc1cc(/C=C(\NC(C)=O)C(=O)O)cc(OC)c1OC	-4%	1	-6%	-3%	3%	0.9%	-3	6%	-7%
CC(C)c1[nH]nc2c1C(c1ccc(OC(=O)c3ccco3)cc1)C(C#N)=C(N)O2 (configuration not stated)	-31%	7	2%	-1%	-5%	-0.8%	2	-19%	-1%
CC(C)Cn1c(=O)oc2ccccc21	2%	-3	4%	-5%	-21%[57.1 µM]	2.5%	7	4%	0%
CCOc1ccc(OCC)c(NC(=O)C2CCN(S(=O)(=O)c3ccc4c(c3)CC(C)N4C(C)=O)CC2)c1 (configuration not stated)	-10%&-23%	3&4	-4%&1%	-2%&-1%	-2%&-3%	-0.8%&3.2%	2&0	1%&6%	4%&-4%
CC(C)n1ncc2c(C(=O)NCC(=O)Nc3ccccc3Br)cc(C3CC3)nc21	-23%	3	1%	-9%	21%	-2.7%	-1	11%	-7%
CCOc1ccc(-c2c(C)nn3c(C)c(C(=O)NCCc4ccc(C)cc4)cnc23)cc1OCC	-23%	2	x	x	-2%[57.1 µM]	-0.8%	-2	x	x
COc1ccc(C(=O)N2C=Cc3ccccc3C2C(N)=O)cc1 (configuration not stated)	-32%	-7	3%	-14%	x	x	-2	-6%	-2%
NC(=O)/C(=C\c1ccncc1)c1cccc2ccccc12	-22%	2	0%	-6%	1%[57.1 µM]	-1.8%	0	-7%	5%
CC(=O)c1cc(O)c2ccccc2c1O	u	13	u	u	-4%	5.0%	-19	22%	u
CS(=O)(=O)N(CC(=O)NC1CCCCC1)c1cccc(F)c1	-12%	-6	4%	-2%	-4%	1.2%	-5	-6%	1%
CN(CC1CCCO1)S(=O)(=O)c1ccc(C(=O)Nc2ccc(F)cc2)cc1 (configuration not stated)	-14%	0	1%	0%	-4%	-0.7%	7	5%	-2%
N#C/C(=N\Nc1ccc(Cl)cc1)C(=O)c1ccccc1	-9%	-2	4%	-14%	-13%	-0.9%	0	5%	-1%
COC(=O)c1sccc1NC(=S)NCc1ccc(Cl)cc1	-13%	-6	u	1%	-15%	0.0%	1	2%	-4%
COc1cccc2cc(CC(=O)c3ccc(C)c(C)c3)c(=O)oc12	-23%	-2	-6%	2%	-3%	1.4%	-3	0%	2%
COc1ccc(Nc2ccccc2N)cc1	-5%	7	-35%	u	-2%[57.1 µM]	0.0%	-5	5%	4%
CCCc1cc(=O)oc2c(C)c(OCC(=O)N3CCC(C(=O)O)CC3)ccc12	-25%	0	-1%	-2%	85%[activator]	0.6%	3	-2%	-3%
Cc1ccc(S(=O)(=O)N(C)C)cc1NC(=O)c1cc(=O)[nH]c2ccccc12	-12%	-5	3%	4%	-3%	-1.5%	1	-2%	-7%
CCCCc1cc2c(c(NC(=O)CC)n1)c(=O)oc1ccccc12	-5%	-2	3%	1%	8%	18%	-1	14%	0%
CC(=O)COC(=O)C1=NN(c2ccccc2)C(=O)CC1	-4%	-7	15%	1%	11%[57.1 µM]	1.1%	-7	-2%	1%
CC[C@]12c3[nH]c4ccc(Cl)cc4c3CCN1C(=O)[C@@H](CC(=O)NC/C=C(\C)CCC=C(C)C)C[C@@H]2C(=O)N1CCN(C(=O)C2CC2)CC1	-27%	0	3%	0%	-6%	x	-1	u	3%
COc1ccccc1C(=O)Nc1nnc(C)s1	-5%	-6	-6%	3%	3%	1.1%	2	2%	2%
O=Cc1cn(Cc2ccccc2)nc1-c1cccnc1	-8%	-9	0%	2%	4%[57.1 µM]	0.7%	3	-12%	-1%
c1ccc(Oc2ccc(-c3ccnc4ncnn34)cc2)cc1	0%	1	7%	-1%	-3%[57.1 µM]	-0.5%	-16	8%	2%
CCCCN1CC(=O)N2[C@H]3c4cc(OC)ccc4OC[C@@H]3[C@H](C(=O)OCC)[C@]2(C)C1=O	-29%	0	-3%	1%	0%[57.1 µM]	0.5%	0	1%	-3%
CCn1nccc1NC(=O)c1csc([C@@H]2O[C@H](CO)[C@H](O)[C@H](O)[C@H]2O)n1	x	1	x	-4%	x	x	-5	x	-2%
Cc1cccc(-n2ncc3c(=O)[nH]c(SCC(=O)Nc4cc(C)on4)nc32)c1	-4%	2	-9%	-2%	-5%	x	-1	-3%	-2%
C[C@H](CO)N1C[C@H](C)[C@@H](CN(C)C(=O)Nc2ccccc2)Oc2c(NC(=O)Nc3ccc(C(F)(F)F)cc3)cccc2C1=O	u	1	9%	-13%	-9%	x	-10	-9%	-11%
O=C(CC1CCCCC1)NCCOc1ccccc1	-13%	-3	-14%	2%	-2%[57.1 µM]	-1.5%	1	6%	1%
COc1ccc(S(=O)(=O)NCCc2cn3ccsc3n2)cc1	-6%	-6	5%	4%	3%[57.1 µM]	0.9%	1	-15%	-2%
COC(=O)c1sccc1NC(=O)c1cccnc1	0%	-10	x	1%	2%	2.0%	-5	4%	-3%
O=C(O)CC1(c2ccc(F)cc2)C2CC3CC(C2)CC1C3 (configuration not stated)	2%	-3	-6%	0%	-2%	2.0%	-1	-5%	-5%
COC(=O)c1ccc(NC(=O)CS(=O)(=O)c2ccccc2)cc1	-8%	-1	u	0%	2%[2.29 µM]	1.4%	-4	18%	2%
COc1ccc(C(=O)NCc2nnc(SCC(=O)Nc3ccc4c(c3)OCO4)o2)cc1	u	1	-1%	1%	5%	-0.1%	-6	-2%	0%
CCOC(=O)c1sc(NC(=O)c2nc3nc(C)cc(C(F)F)n3n2)c(C(=O)OC(C)C)c1C	-26%	2	0%	0%	2%	-0.5%	-2	10%	-2%
COCC(C)Nc1ccc(S(=O)(=O)N2CCCC2)cc1[N+](=O)[O-] (configuration not stated)	u	-4	-4%	0%	5%[57.1 µM]	0.0%	-5	18%	1%
CCOC(=O)c1ccc(CN(Cc2ccccc2)S(=O)(=O)c2ccc(C)cc2)cc1	-34%	-5	3%	4%	-10%[57.1 µM]	0.8%	1	-19%	0%
O=C(O)c1ccc(Cn2c(=S)[nH]c3cc(Cl)ccc3c2=O)cc1	-5%	-4	1%	0%	0%	-2.0%	3	-7%	-2%
CCCOC(=O)N[C@@H]1C(=O)N2C(C(=O)OCCC)=C(C)CS[C@H]12	-26%	3	-3%	3%&4%	17%&-6%	-0.3%	-6	5%	0%&-2%
COc1cccc2c3c(c(=O)[nH]c12)CCC(C)(C)O3	-5%	-6	-1%	1%	7%	0.8%	-2	0%	7%
CCOc1ccccc1N1CC(C(=O)Nc2ccc3c(c2)OCCO3)CC1=O (configuration not stated)	-4%	-5	2%	3%	3%[57.1 µM]	-1.5%	-4	19%	-2%
Cc1nc2ccccc2nc(C)c1=NOCc1ccc(C#N)cc1	0%	-2	2%	-9%	-5%	0.3%	-2	-2%	-4%
CCNC(=O)c1cc2c(=O)n3cccc(C)c3nc2n(Cc2ccc(C)cc2)c1=N	4%	-8	-5%	-6%	212%[activator][57.1 µM]	0.8%	-10	-2%	-5%
O=C(CSc1nnc(-c2cccc(Cl)c2)o1)Nc1ccc2c(c1)OCCO2	-22%	-3	-4%	0%	-4%	-0.2%	-2	2%	7%

Later entries.
compound	USP1-UAF1 inh	LDHA inh	Vif-A3F inh	Vif-APOBEC3G blk	TrxR1 substrate	RXFP1 ag	PI4K2A block	mIDH1 inhibitor	GRP78 ERSR act
O=C1OCc2ccc(NC(=O)c3ccccc3C(=O)O)cc21	-8%	-15	-12%	-1%	13%	-1.9%	-3	9%	-2%
O=C(Nc1nc2ccc(F)cc2s1)C1=NN(c2ccccc2)C(=O)CC1	-12%	2	-8%	0%	4%	-0.1%	-5	0%	1%
CCCc1cc(C(=O)N2CCN(C(c3ccccc3)c3ccccc3)CC2)no1	u	-2	3%	0%	1%	0.0%	2	5%	-2%
Cc1c(NC(=O)CSc2nc(N)cc(N)n2)c(=O)n(-c2ccccc2)n1C	1%	-8	3%	1%	-12%	-0.9%	7	-8%	-4%
